HSF1 inh – HSF1 inhibitors in luciferase reporter cells, primary screen, cell-based, NIH3T3, luminescence. NIH3T3-HGL HSE-luciferase, MG132-induced, luminescence 8 h; hits give low values. 300,000 compounds, 0.77% hits. activity change, negative = inhibition, % at 7.5 µM (by protocol). AID 2098, 2009;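 active = more than half of replicate wells show activity change below -50%, luminescence cut by over half; inconclusive = some wells, but at most half, below -50%; inactive = no replicate well below -50%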;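 also: luciferase reports HSF-1 transcriptional activity via heat shock element; 0% = median of DMSO wells and -100% = zero luminescence signal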
HSF1 activator – HSF-1 activators, primary screen, NIH3T3-HGL cells, MG132 stress, luminescence, single point; NIH3T3-HGL HSF-1 luciferase reporter, 8 h; 100% = twice DMSO control signal; activation, % at 9 µM; 300,000 compounds, 1.7% hits;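 active = mean replicate activation of at least 50% with a set share of replicates each reaching 50%; inconclusive = only one of those two conditions met; inactive = mean below 50% and too few replicates reaching it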;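 also: 0% = median of the neutral control wells and 100% = twice that signal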
aSyn 5UTR inh – MLPCN primary screen, SNCA 5' untranslated region | alpha-synuclein 5'UTR reporter, inhibitor activity | inhibition, % (tested at 7.5 µM) | 300,000 compounds, 0.82% hits; in the data active = inhibition above about 60%; inconclusive = no clear call, values can overlap the other calls;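 also: H4 neuroglioblastoma cells stably carrying SNCA 5'UTR luciferase fusion; 0% = DMSO wells and 100% = positive control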
HSP90 inh – HSP90 inhibitors, primary screen, cell lysate, luminescence. Rabbit reticulocyte lysate, luciferase refolding luminescence, 3 h. inhibition, % at 5.6 µM. 290,000 compounds, 0.91% hits;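 active = inhibition above the screen-wide mean plus 3 SD, computed separately per campaign, cut at about 16% in these data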;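 also: 0% = DMSO wells and 100% = 60 µM geldanamycin wells; inhibitors lower the luminescence because luciferase stays unfolded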
AI-2 QS modul – Vibrio harveyi AI-2 quorum sensing modulators, primary screen, JMH597 strain, luminescence/OD600 ratio; Vibrio harveyi JMH597 AI-2 luminescence/OD600 ratio, 9 h; hits give low values; strain lacks LuxN and CqsS sensors; 0 = neutral-control median; activity change, % at 7.5 µM; 300,000 compounds, 0.4% hits; AID 2094, 2009; in the data active = activity change below about -75%, passing the limit was not always enough; inconclusive = no clear call, values can overlap the other calls;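 also: luminescence divided by OD600 gain over 9 h not by final OD600 alone; inactives centre near 13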
HDAC3 inhib – HDAC3 deacetylase inhibitors, primary screen, biochemical, fluorescence, cell-free homogeneous. AID 2718, 2010. 320,000 compounds, 0.15% hits. recombinant HDAC3, fluorogenic peptide/trypsin coupled. inhibition, % at 8.3 µM; in the data active = inhibition above about 26%, passing the limit was not always enough; inconclusive = no clear call, values can overlap the other calls
Target sequence (O15379 whole entry, looked up): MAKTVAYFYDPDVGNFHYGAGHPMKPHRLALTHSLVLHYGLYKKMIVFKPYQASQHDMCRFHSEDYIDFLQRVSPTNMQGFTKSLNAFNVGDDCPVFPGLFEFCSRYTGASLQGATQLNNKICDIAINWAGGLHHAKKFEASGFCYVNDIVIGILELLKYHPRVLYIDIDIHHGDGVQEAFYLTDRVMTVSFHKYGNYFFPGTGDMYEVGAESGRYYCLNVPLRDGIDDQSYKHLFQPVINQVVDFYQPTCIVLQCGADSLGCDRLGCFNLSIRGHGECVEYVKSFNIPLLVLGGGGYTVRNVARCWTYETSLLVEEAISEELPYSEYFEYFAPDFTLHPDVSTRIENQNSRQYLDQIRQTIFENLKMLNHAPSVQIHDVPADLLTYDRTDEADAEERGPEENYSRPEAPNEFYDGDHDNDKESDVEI
IEC-6 cytotox – cytotoxicity in IEC-6 intestinal epithelial cells, primary screen, cytotoxicity control for KLF5 inhibitor project, cell-based, luminescence; IEC-6 cytotoxicity, luminescence viability; inhibition, % at 5 µM; 290,000 compounds, 0.78% hits; in the data active = inhibition above about 22%;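 also: 0% = plate median of test compound wells and 100% = cytotoxic reference compound wells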
KLF5 inhibitor – KLF5 expression inhibitors, primary screen, DLD-1 cells, luminescence. DLD-1 KLF5 promoter-luciferase reporter. 290,000 compounds, 0.23% hits. inhibition, % at 5 µM;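 active = inhibition above a per-plate limit of that plate's mean compound inhibition plus 3 SD, cut at about 60% in these data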;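 also: 0% = DMSO wells and 100% = LY294002 at 200 µM; higher means less KLF5 promoter-driven luciferase light; inactives centre near -14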
HIF activator – HIF pathway transcriptional activators, primary screen, cell-based, U2OS HRE-luciferase, luminescence | U2OS HRE-luciferase reporter; normalized: DMSO 0%, desferrioxamine 100% | activation, % at 7.5 µM (by protocol) | 300,000 compounds, 0.32% hits;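 active = mean activation of at least 10% of the iron chelator positive control signal, with at least half of replicates also reaching 10%; inconclusive = mean and replicate majority disagree about reaching 10%; inactive = mean and most replicates under 10%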
Platelet DG rel – inhibitors of platelet dense granule secretion, primary screen, cell-based, MLPCN, human platelets; human platelet-rich plasma, SFLLRN dense granule ATP release, luminescence; inhibition, %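 (compounds screened at 7.5 µM in platelet-rich plasma)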; 300,000 compounds, 0.22% hits; AID 1663, 2009;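 active = mean replicate score, as percent of positive control, at or above 50; inconclusive = mean below 50 but at least one replicate at or above 50; inactive = mean and every replicate below 50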
Numbers without * were called inactive.

`Cc1[nH]n(C(N)=S)c(=O)c1N=Nc1cc(C(F)(F)F)ccc1Cl` gave HSF1 inh 1, HSF1 activator -5, aSyn 5UTR inh -10, HSP90 inh -1, AI-2 QS modul -6, HDAC3 inhib 8, IEC-6 cytotox 2, KLF5 inhibitor -47, HIF activator 1.0 and Platelet DG rel 3.
CC(C)(C)CN1C(=O)C(=O)NC[C@H]1Cc1cccc2ccccc12 was read as HSF1 inh -3, HSF1 activator -12, aSyn 5UTR inh 12, AI-2 QS modul 1, HDAC3 inhib 3, HIF activator -0.3 and Platelet DG rel -2.
Screening CC(C)(C)S(=O)(=O)/C(C#N)=C/c1sccc1C1OCCO1 returned HSF1 inh -4, HSF1 activator 6, aSyn 5UTR inh -2, HSP90 inh 1, AI-2 QS modul 15, HDAC3 inhib 2, IEC-6 cytotox 2, KLF5 inhibitor 3, HIF activator 0.3 and Platelet DG rel 13.
CCOC(=O)c1c(C)[nH]c(C(C)=O)c1C was read as HSF1 inh -7, HSF1 activator 6, aSyn 5UTR inh -6, HSP90 inh 1, AI-2 QS modul 14, HDAC3 inhib 5, IEC-6 cytotox 2, KLF5 inhibitor 2, HIF activator -0.1 and Platelet DG rel 7.
CCSc1nc(-c2ccc(OC)cc2)cc(-c2ccc(OC)cc2)c1C#N was read as HSF1 inh -3, HSF1 activator -1, aSyn 5UTR inh 33, HSP90 inh 5, AI-2 QS modul 13, HDAC3 inhib -8, IEC-6 cytotox -6, KLF5 inhibitor -20, HIF activator -0.6 and Platelet DG rel 9.
For CC(C)C(C(=O)NC1CCCC1)N(CC1CCCO1)C(=O)CNS(=O)(=O)c1ccccc1 (centres undefined) the results were HSF1 inh 5, HSF1 activator 11, aSyn 5UTR inh 4, HSP90 inh 0, AI-2 QS modul 13, HDAC3 inhib 3, IEC-6 cytotox 3, KLF5 inhibitor 4, HIF activator 1.1 and Platelet DG rel -1.
`Cc1onc(-c2c(Cl)cccc2Cl)c1NC(=O)NNc1c(Cl)cncc1Cl` gave HSF1 inh -1, HSF1 activator 4, aSyn 5UTR inh -3, HSP90 inh 2, AI-2 QS modul 14, HDAC3 inhib -7, IEC-6 cytotox 4, KLF5 inhibitor -4, HIF activator 0.1 and Platelet DG rel 8.
`CCOc1ccc(N(C(=O)CNC(=O)c2ccco2)C(C(=O)NCC2CCCO2)c2ccccc2)cc1` (centres undefined) gave HSF1 inh 0, HSF1 activator 3, aSyn 5UTR inh -8, HSP90 inh 2, AI-2 QS modul -28, HDAC3 inhib 4, IEC-6 cytotox 4, KLF5 inhibitor -32, HIF activator -23 and Platelet DG rel -13.
For CCOC(=O)C1=C(Cn2cnc3ccccc32)NC(=O)NC1c1ccc(Cl)cc1 (centres undefined) the results were HSF1 inh 10, HSF1 activator 43, aSyn 5UTR inh 13, HSP90 inh 11, AI-2 QS modul 12, HDAC3 inhib 13, IEC-6 cytotox 13, KLF5 inhibitor -21, HIF activator -0.1 and Platelet DG rel -2.
`COCCN(Cc1cc2cc(C)ccc2n2nnnc12)C(=S)Nc1cccc(C)c1` gave HSF1 inh 17, HSF1 activator 16, aSyn 5UTR inh 30, HSP90 inh 2, AI-2 QS modul 7, HDAC3 inhib 2, IEC-6 cytotox 2, KLF5 inhibitor 2, HIF activator -0.5 and Platelet DG rel -11.
Screening O=C(NCc1ccncc1)C1CCN(S(=O)(=O)c2ccccc2)CC1 returned HSF1 inh 1, HSF1 activator -16, aSyn 5UTR inh -1, AI-2 QS modul 21, HIF activator -0.2 and Platelet DG rel 10.
For CCC(C(=O)NC1CCCC1)N(C(=O)Cn1nnc(-c2ccc(C)o2)n1)c1ccccc1OC (centres undefined) the results were HSF1 inh -3, HSF1 activator 7, aSyn 5UTR inh 5, HSP90 inh -1, AI-2 QS modul -7, HDAC3 inhib 18, IEC-6 cytotox 2, KLF5 inhibitor -26, HIF activator 0.9 and Platelet DG rel -3.
For COC(=O)C1=C(C)NC2=C(C(=O)c3ccccc32)C1c1ccc(-c2ccc(C(=O)O)cc2)o1 (centres undefined) the results were HSF1 inh -8, HSF1 activator 1, aSyn 5UTR inh -9, HSP90 inh -1, AI-2 QS modul 1, HDAC3 inhib 8, IEC-6 cytotox -6, KLF5 inhibitor 13, HIF activator 1.2 and Platelet DG rel -8.
`Cc1cc(C)c([C@@H]2C[C@H]3CN(C4CCCC4)C(=O)[C@]34CCCN24)c(-n2cccn2)c1` gave HSF1 inh -1, HSF1 activator 1, aSyn 5UTR inh 3, HSP90 inh -4, AI-2 QS modul 14, HDAC3 inhib -3, IEC-6 cytotox -6, KLF5 inhibitor -30, HIF activator 0.1 and Platelet DG rel -2.
For Cc1ccccc1C(=O)Nc1cccc(-c2nnc(SCC(=O)O)n2C)c1 the results were HSF1 inh 0, HSF1 activator 11, aSyn 5UTR inh 10, HSP90 inh -2, AI-2 QS modul 14, HDAC3 inhib -8, IEC-6 cytotox -1, KLF5 inhibitor -17, HIF activator 0.1 and Platelet DG rel 7.
`CCC(C)NC(=O)c1ccc2c(c1)S(=O)(=O)c1ccccc1C2=O` (centres undefined) gave HSF1 inh -7, HSF1 activator 10, aSyn 5UTR inh 3, HSP90 inh -2, AI-2 QS modul -10, HDAC3 inhib -8, IEC-6 cytotox 2, KLF5 inhibitor -17, HIF activator -0.7 and Platelet DG rel -9.
COc1ccc(/C=C/C(=O)OCC(=O)Nc2cc(C(F)(F)F)ccc2Cl)cc1 was read as HSF1 inh -7, HSF1 activator -5, aSyn 5UTR inh -26, HSP90 inh 1, AI-2 QS modul 1, HDAC3 inhib -2, IEC-6 cytotox -2, KLF5 inhibitor 1, HIF activator -0.1 and Platelet DG rel 1.
COc1ccc(-n2nc3c(c2NC(=O)C(C)Cl)CSC3)cc1 (centres undefined) was read as HSF1 inh -9, HSF1 activator -6, aSyn 5UTR inh -22, HSP90 inh -2, AI-2 QS modul 3, HDAC3 inhib -1, IEC-6 cytotox 3, KLF5 inhibitor -19, HIF activator 0.3 and Platelet DG rel 15.
`O=C(Nc1cc(S(=O)(=O)N2CCOCC2)ccc1Cl)c1cc(=O)c2ccccc2o1` gave HSF1 inh 0, HSF1 activator 17, aSyn 5UTR inh 5, HSP90 inh 3, AI-2 QS modul 3, HDAC3 inhib 2, IEC-6 cytotox 0, KLF5 inhibitor 1, HIF activator -0.9 and Platelet DG rel 4.
For COc1ccc(N(CC(=O)Nc2cccc(C)c2C)S(=O)(=O)c2c(C)[nH]c(=O)[nH]c2=O)cc1 the results were HSF1 inh 1, HSF1 activator 25, aSyn 5UTR inh -2, HSP90 inh -3, AI-2 QS modul 23, HDAC3 inhib -2, IEC-6 cytotox -3, KLF5 inhibitor -17, HIF activator -0.4 and Platelet DG rel -2.

Ordered by number of heavy atoms (low to high): some entries from above
For Cc1ccccc1C(=O)Nc1cccc(-c2nnc(SCC(=O)O)n2C)c1 the results were HSF1 inh 0, HSF1 activator 11, aSyn 5UTR inh 10, HSP90 inh -2, AI-2 QS modul 14, HDAC3 inhib -8, IEC-6 cytotox -1, KLF5 inhibitor -17, HIF activator 0.1 and Platelet DG rel 7.
For CCOC(=O)C1=C(Cn2cnc3ccccc32)NC(=O)NC1c1ccc(Cl)cc1 (centres undefined) the results were HSF1 inh 10, HSF1 activator 43, aSyn 5UTR inh 13, HSP90 inh 11, AI-2 QS modul 12, HDAC3 inhib 13, IEC-6 cytotox 13, KLF5 inhibitor -21, HIF activator -0.1 and Platelet DG rel -2.
For COc1ccc(N(CC(=O)Nc2cccc(C)c2C)S(=O)(=O)c2c(C)[nH]c(=O)[nH]c2=O)cc1 the results were HSF1 inh 1, HSF1 activator 25, aSyn 5UTR inh -2, HSP90 inh -3, AI-2 QS modul 23, HDAC3 inhib -2, IEC-6 cytotox -3, KLF5 inhibitor -17, HIF activator -0.4 and Platelet DG rel -2.

(listing goes on)
Screening CCCC(C)NC(=O)COC(=O)c1ccc2c(c1)C(=O)N(Cc1ccco1)C2=O (centres undefined) returned HSF1 inh -4, HSF1 activator -4, aSyn 5UTR inh -7, HSP90 inh 0, AI-2 QS modul 12, HDAC3 inhib -1, IEC-6 cytotox 8, KLF5 inhibitor -8, HIF activator -0.1 and Platelet DG rel 6.
`Cc1ccc(OCC(O)CN2CCOCC2)cc1` (centres undefined) gave HSF1 inh -7, HSF1 activator -2, aSyn 5UTR inh -10, HSP90 inh 2, AI-2 QS modul 34, HDAC3 inhib -9, IEC-6 cytotox 1, KLF5 inhibitor -31, HIF activator 0.7 and Platelet DG rel -5.
For Cc1cc[n+](-c2[nH]c(=O)sc2/C=N/NC([S-])=Nc2ccccc2)cc1C the results were HSF1 inh -6, HSF1 activator 4, aSyn 5UTR inh -33, HSP90 inh 4, AI-2 QS modul 10, IEC-6 cytotox 3, KLF5 inhibitor -1, HIF activator -0.4 and Platelet DG rel 8.
Cc1ccc(NC(=O)CCC(=O)NNC(=O)c2ccccc2)c(C)c1 was read as HSF1 inh -6, HSF1 activator 11, aSyn 5UTR inh 14, HSP90 inh -2, AI-2 QS modul 7, HDAC3 inhib 1, IEC-6 cytotox -2, KLF5 inhibitor -29, HIF activator -0.2 and Platelet DG rel -2.
For COC(=O)Cn1cnc2sc3c(c2c1=O)CCCC3 the results were HSF1 inh 0, HSF1 activator 2, aSyn 5UTR inh 8, HSP90 inh -6, AI-2 QS modul 18, HDAC3 inhib -8, IEC-6 cytotox -2, KLF5 inhibitor -58, HIF activator -0.6 and Platelet DG rel 0.
Screening CCN(CC)CCCNC(=O)C1CCC(=O)N(c2ccc(OC)cc2)C1c1ccc(F)cc1 (centres undefined) returned HSF1 inh -4, HSF1 activator 0, aSyn 5UTR inh -3, HSP90 inh -1, AI-2 QS modul 25, HDAC3 inhib -4, IEC-6 cytotox -1, KLF5 inhibitor -20, HIF activator -0.7 and Platelet DG rel -3.
`O=C(CCCc1ccccc1)NCCCc1ccccc1` gave HSF1 inh -5, HSF1 activator 6, aSyn 5UTR inh -5, HSP90 inh 3, AI-2 QS modul 2, HDAC3 inhib 0, IEC-6 cytotox -8, KLF5 inhibitor -12, HIF activator 1.7 and Platelet DG rel -4.
For Cc1[nH]c2ccccc2c1C(=O)CN1C(=O)NC2(CC(C)CC(C)(C)C2)C1=O (centres undefined) the results were HSF1 inh 11, HSF1 activator 42, aSyn 5UTR inh inconclusive, HSP90 inh -1, AI-2 QS modul 38, HDAC3 inhib 8, IEC-6 cytotox -3, KLF5 inhibitor -2, HIF activator -0.6 and Platelet DG rel -11.
Screening CC(=O)Oc1ccc2ccccc2c1C(NC(=O)Cc1ccccc1)c1ccc(Cl)cc1 (centres undefined) returned HSF1 inh 9, HSF1 activator -9, aSyn 5UTR inh -4, HSP90 inh 2, AI-2 QS modul 8, HDAC3 inhib 8, IEC-6 cytotox 1, KLF5 inhibitor -22, HIF activator -1.0 and Platelet DG rel 7.

Assay outcomes deposited in PubChem by several laboratories.

No enrichment for hits. Share with any hit: about 5%.
